Source: PubChem BioAssay (Broad Institute)
RAD54 branch – inhibitors of human RAD54 branch migration, primary screen, biochemical, fluorescence, single point | inhibition, % at 10.4 µM | RAD54 Holliday junction branch migration, FAM/BHQ fluorescence | DNA repair and recombination protein RAD54-like (Homo sapiens), Q92698 | 360,000 compounds, 0.14% hits;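 active = mean normalized replicate activity at least 40 and at least half of replicates scoring 40 or more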;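 note: 0% = median of neutral control wells and 100% = median of positive control wells; inhibitors cause a drop in the FAM fluorescence signal; in these data hits start at about 50%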
Target sequence (Q92698 whole entry, looked up): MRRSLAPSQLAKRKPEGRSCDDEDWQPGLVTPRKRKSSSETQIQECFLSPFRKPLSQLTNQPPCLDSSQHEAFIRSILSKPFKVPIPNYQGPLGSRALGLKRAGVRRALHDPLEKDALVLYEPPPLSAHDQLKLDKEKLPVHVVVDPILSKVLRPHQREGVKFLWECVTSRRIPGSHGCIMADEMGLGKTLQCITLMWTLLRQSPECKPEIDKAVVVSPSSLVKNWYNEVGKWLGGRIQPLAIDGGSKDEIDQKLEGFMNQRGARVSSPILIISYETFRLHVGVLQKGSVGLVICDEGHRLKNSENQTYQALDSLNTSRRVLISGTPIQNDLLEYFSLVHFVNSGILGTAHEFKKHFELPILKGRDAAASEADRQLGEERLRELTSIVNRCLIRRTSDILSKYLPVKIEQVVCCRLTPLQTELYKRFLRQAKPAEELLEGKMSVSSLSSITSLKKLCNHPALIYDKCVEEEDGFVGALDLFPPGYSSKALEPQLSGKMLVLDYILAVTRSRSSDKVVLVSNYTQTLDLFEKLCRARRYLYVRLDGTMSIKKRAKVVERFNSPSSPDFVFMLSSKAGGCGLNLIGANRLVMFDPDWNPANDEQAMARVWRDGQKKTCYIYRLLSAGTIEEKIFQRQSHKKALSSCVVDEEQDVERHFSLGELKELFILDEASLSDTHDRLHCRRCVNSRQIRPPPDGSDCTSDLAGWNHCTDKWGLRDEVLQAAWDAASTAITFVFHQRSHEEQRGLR
PGC1a acetyl inh – inhibitors of PGC1a acetylation signal, primary screen, cell-based, U2OS, AlphaScreen, inhibitor mode; AlphaScreen anti-acetyl-lysine; with virally co-expressed GCN5 acetyltransferase; inhibition, % at 15.6 µM; 350,000 compounds, 0.17% hits;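 active = every replicate shows inhibition of at least 40%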;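 note: 0% = neutral control wells and 100% = positive control wells; some results beyond the cut were filed as inactive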
ERAP1 HTS inh – human ERAP1 aminopeptidase inhibitors, primary screen, biochemical, single point, plate reader; recombinant ERAP1, Leu-AMC fluorescence, 60 min; inhibition, % at 10.7 µM; 340,000 compounds, 0.15% hits;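 active = mean replicate inhibition of at least 30%, or all replicates individually reaching that 30% level; inactive = mean below 30% and not every replicate reaching it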;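 note: 0% = neutral control wells and 100% = L-leucinethiol positive control wells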
RAD52 inh – RAD52 DNA annealing inhibitors, primary screen, biochemical, FRET, single point, set 2; 360,000 compounds, 0.46% hits; inhibition, % at 18.7 µM; AID 651710, 2012; DNA repair protein RAD52 homolog (Homo sapiens), P43351; recombinant RAD52 DNA annealing, FRET fluorescence;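 active = every replicate showing at least 50% inhibition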
E-sel inducer – E-selectin induction in HUVECs, primary screen, imaging, HUVEC, immunofluorescence imaging, single point. P16581. normalized: neutral wells 0, TNF-alpha wells 100. activation, % at 7.58 µM. 260,000 compounds, 0.37% hits. AID 686992, 2013;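 active = mean E-selectin-positive cell signal at least 10% of the positive control, reached in at least 60% of replicates, without over 20% cell loss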;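 note: in these data hits start at about 27%; measured in HUVEC primary endothelial cells; signal is the percent of cells scored E-selectin positive by PE staining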
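Material: HUVEC primary endothelial cells; Amount: 3,000 cells per well; Dosing: single concentration; Medium: EGM-2 growth medium on 0.1% gelatin-coated wells; Read-out basis: percent E-selectin-positive cells; Signal: immunofluorescence imaging; Control set: TNF-alpha, DMSO.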
miR-122 sensor – miR-122 Renilla sensor signal increase in Huh7, primary screen, miR-122 inhibitor project, cell-based, single point, plate reader. 340,000 compounds, 0.3% hits. activation (reporter increase), % at 12.5 µM. Huh7 miR-122 Renilla luciferase sensor, 48 h; neutral wells = 0, positive control = 100;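 active = mean replicate activation score at least 90 and every replicate individually at or above 90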;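 note: higher luciferase means less miR-122 activity so hits act as miR-122 inhibitors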
PglD inh – C. jejuni PglD acetyltransferase inhibitors, primary screen, biochemical, DTNB colorimetric, single point. UDP-N-acetylbacillosamine N-acetyltransferase PglD (Campylobacter jejuni). purified PglD enzyme, DTNB colorimetric CoA detection. inhibition, % at 12.5 µM. 360,000 compounds, 0.098% hits. AID 602405, 2012; in the data active = inhibition above about 16%, passing the limit was not always enough; note: strong numbers were not always called active
Cneo AK release – Cryptococcus neoformans cell lysis inducers, primary screen, AK release luminescence, single concentration; C. neoformans lysis, adenylate kinase release luminescence, 4 h; normalised: neutral wells 0, clomiphene wells 100; lysis activity, % at 15 µM; 360,000 compounds, 0.2% hits; AID 651654, 2012;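 active = mean lysis activity across replicates of at least 80%, whatever share of replicates individually reach that level; inactive = mean lysis activity below 80%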
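read-out = cell lysis signal | test system = log-phase Cryptococcus neoformans yeast cells | input = cells at 5 × 10^6 per mL | medium = fresh YPD growth medium | signal = luminescent adenylate kinase detection reagent | timing = 4 h at 37 °C static, read 1 h later | dosing = single dose | controls = Clomiphene as positive lysis control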
* = called active by the depositor; [ ] = dose if it differs, or a comment.

How did CN1C2CCC1CC(NC(=O)c1ccc([N+](=O)[O-])cc1)C2 (stereo not given) do in these assays?
RAD54 branch: 4; PGC1a acetyl inh: 7; ERAP1 HTS inh: -3; RAD52 inh: 10; E-sel inducer: 0.0; PglD inh: 4; Cneo AK release: -1

What do the screens show for `COc1ccc(CNC(=O)COc2ccc(F)cc2)cc1`?
RAD54 branch: -7; PGC1a acetyl inh: -3; ERAP1 HTS inh: 2; RAD52 inh: -37; miR-122 sensor: -3; PglD inh: 0; Cneo AK release: 1

Results for COc1cc(-c2c(C#N)c(N)nc3c2CCCC3)ccc1O ?
RAD54 branch: 0; PGC1a acetyl inh: -7; miR-122 sensor: 1; PglD inh: 6; Cneo AK release: 0

Results for O=C(C1CCC1)N1CC(=O)N2[C@H](CO)[C@@H](c3ccc(-c4ccccc4F)cc3)[C@@H]2C1 ?
PGC1a acetyl inh: -1; ERAP1 HTS inh: 1; RAD52 inh: -6; E-sel inducer: 1.1

Results for Cc1noc(C)c1COC(=O)c1cc(=O)[nH]c2ccccc12 ?
RAD54 branch: 4; PGC1a acetyl inh: 4; miR-122 sensor: -5; PglD inh: 1; Cneo AK release: 2

How did Cc1ccc(S(=O)(=O)N2CCCCC2)cc1NC(=O)COC(=O)C1(C)CC1(Cl)Cl (stereo not given) do in these assays?
RAD54 branch: 5; PGC1a acetyl inh: 6; ERAP1 HTS inh: 2; RAD52 inh: -9; E-sel inducer: 0.4; miR-122 sensor: -2; PglD inh: -3; Cneo AK release: 2

What do the screens show for `CCCNC(=O)Nc1ccc2c(c1)OC[C@H](C)N(Cc1ccccc1)C[C@@H](C)[C@@H](OC)CN(C)C2=O`?
RAD54 branch: -4; PGC1a acetyl inh: 7; ERAP1 HTS inh: 2; RAD52 inh: 7; E-sel inducer: 0.2; miR-122 sensor: 68[16.7 µM]; PglD inh: -2; Cneo AK release: -3

How did N#C/C(=C(/O)CCl)c1nc(-c2ccccc2)cs1 do in these assays?
RAD54 branch: -22; PGC1a acetyl inh: 7; ERAP1 HTS inh: 18; RAD52 inh: -11; miR-122 sensor: 3; PglD inh: -2; Cneo AK release: -1

How did Cc1ccc(-c2ccc([C@@H]3[C@H](CO)N4CCCCN(C(=O)Nc5ccccc5)C[C@@H]34)cc2)cc1 do in these assays?
RAD54 branch: 2; PGC1a acetyl inh: -7; E-sel inducer: -0.3; miR-122 sensor: -7[16.7 µM]; PglD inh: -3; Cneo AK release: 48

Results for CC(C)CNS(=O)(=O)c1cc(C(=O)OC2CCOC2=O)c(Cl)cc1Cl (stereo not given) ?
RAD54 branch: 6; ERAP1 HTS inh: 1; RAD52 inh: -2; E-sel inducer: -0.1; PglD inh: 3; Cneo AK release: -1

Results for O=C(N/N=C/C(Cl)=C/c1ccccc1)c1ccccc1F ?
RAD54 branch: -6; PGC1a acetyl inh: -9; ERAP1 HTS inh: -1; RAD52 inh: -23; miR-122 sensor: 2; PglD inh: -1; Cneo AK release: -3

What do the screens show for `CC(NC(=O)c1cnc2n(c1=O)CCS2)c1ccccc1` (stereo not given)?
RAD54 branch: -5; PGC1a acetyl inh: 38; miR-122 sensor: 3; PglD inh: 6; Cneo AK release: 2

What do the screens show for `C[C@@H]1CN([C@H](C)CO)C(=O)c2cc(N(C)C)ccc2O[C@H]1CN(C)C(=O)Nc1cccc2ccccc12`?
RAD54 branch: -3; PGC1a acetyl inh: -21; ERAP1 HTS inh: 3; RAD52 inh: -11; E-sel inducer: 6.1; miR-122 sensor: 5[16.7 µM]; PglD inh: -2; Cneo AK release: 1

What do the screens show for `COc1cc(/C=N/NC(=O)COc2c(C)cc([N+](=O)[O-])cc2C)ccc1OC(=O)c1ccccc1`?
RAD54 branch: -3; PGC1a acetyl inh: -2; ERAP1 HTS inh: 0; RAD52 inh: -25; E-sel inducer: 11; miR-122 sensor: -3; PglD inh: -7; Cneo AK release: -3

What do the screens show for `COCC(C)n1c(SCC(=O)NNC(=O)c2ccccc2)nc2ccccc2c1=O` (stereo not given)?
RAD54 branch: 5; ERAP1 HTS inh: -3; RAD52 inh: -5; E-sel inducer: 1.9; miR-122 sensor: -3; PglD inh: -7; Cneo AK release: 0

Results for O=C(Nc1ccc(F)cc1F)c1cc(-c2ccco2)on1 ?
RAD54 branch: -12; PGC1a acetyl inh: 3; miR-122 sensor: -2; PglD inh: 2; Cneo AK release: 12

Results for CC(=O)c1cccc(S(=O)(=O)N2CCC(C(=O)O)(c3ccccc3)CC2)c1 ?
RAD54 branch: -2; PGC1a acetyl inh: 0; ERAP1 HTS inh: -4; RAD52 inh: -24; miR-122 sensor: -1; PglD inh: -2; Cneo AK release: 1

Results for Cc1cc(C(F)(F)F)nc(SCCN2CCCCC2)c1C#N ?
RAD54 branch: 11; PGC1a acetyl inh: -2; ERAP1 HTS inh: -2; RAD52 inh: -15; E-sel inducer: 0.2; miR-122 sensor: 1; PglD inh: 9; Cneo AK release: -1

Results for CCC(=O)N[C@@H]1C=C[C@H](CC(=O)NCc2cc(F)cc(F)c2)O[C@H]1CO ?
RAD54 branch: 2; PGC1a acetyl inh: 7; ERAP1 HTS inh: 2; RAD52 inh: 8; E-sel inducer: 0.3; PglD inh: 0; Cneo AK release: -3

Results for C[C@H]1COC(=O)[C@@H](CC(=O)OC(C)(C)C)C/C=C\C[C@@H](CC(=O)N[C@H](CO)Cc2ccccc2)C(=O)N1 ?
RAD54 branch: -4; ERAP1 HTS inh: -1; RAD52 inh: -41; miR-122 sensor: -17; PglD inh: 3; Cneo AK release: 1

How did Cc1sc(NC(=O)c2sc3nc4c(C)cccc4cc3c2N)c(C#N)c1C do in these assays?
RAD54 branch: -6; miR-122 sensor: 0; PglD inh: 2; Cneo AK release: -7

How did O=C(NCCN1CCOCC1)Nc1cccc(Cl)c1 do in these assays?
RAD54 branch: 5; PGC1a acetyl inh: 4; ERAP1 HTS inh: -1; RAD52 inh: -5; E-sel inducer: 0.9; miR-122 sensor: -6; PglD inh: 3; Cneo AK release: 3

What do the screens show for `COCC#Cc1cnc2c(c1)C(=O)N([C@@H](C)CO)C[C@@H](C)[C@@H](CN(C)C(=O)c1cccc(F)c1)O2`?
RAD54 branch: -10; PGC1a acetyl inh: 10; ERAP1 HTS inh: -2; RAD52 inh: -1; E-sel inducer: 0.1; miR-122 sensor: 8[16.7 µM]; PglD inh: -1; Cneo AK release: 3

How did CS(=O)(=O)c1ccc(Cl)c(NC(=O)CN2CCCC2c2ccc3c(c2)OCCCO3)c1 (stereo not given) do in these assays?
RAD54 branch: -1; PGC1a acetyl inh: 2; ERAP1 HTS inh: -2; RAD52 inh: -42; E-sel inducer: 0.3; miR-122 sensor: 5; PglD inh: 0; Cneo AK release: -4

How did O=C(CSc1ccsc1[N+](=O)[O-])Nc1cccc(F)c1 do in these assays?
RAD54 branch: 1; PGC1a acetyl inh: -6; ERAP1 HTS inh: -2; RAD52 inh: -8; E-sel inducer: -0.1; miR-122 sensor: -4; PglD inh: -6; Cneo AK release: 1

How did CCC(C)Sc1ccc([C@H]2N[C@@](Cc3ccccc3)(C(=O)OC)[C@H]3C(=O)N(CC)C(=O)[C@@H]23)cc1OC (stereo not given in full) do in these assays?
RAD54 branch: -4; PGC1a acetyl inh: -2; ERAP1 HTS inh: -1; RAD52 inh: -13; E-sel inducer: -0.1; miR-122 sensor: -1; PglD inh: -6; Cneo AK release: 0

Results for COC(=O)C[C@@H]1C[C@H]2c3cc(NC(=O)c4ccc5c(c4)OCO5)ccc3O[C@H]2[C@H](CO)O1 ?
RAD54 branch: 1; PGC1a acetyl inh: -4; ERAP1 HTS inh: 4; RAD52 inh: 10; E-sel inducer: 0.5; miR-122 sensor: 9[16.7 µM]; PglD inh: 3; Cneo AK release: -1

Results for COc1ccc(Cn2nnc3c(=O)[nH]c(C4CCN(S(=O)(=O)c5ccc(C)cc5)CC4)nc32)cc1 ?
RAD54 branch: -7; PGC1a acetyl inh: 6; ERAP1 HTS inh: 1; RAD52 inh: 5; miR-122 sensor: 1; PglD inh: 9; Cneo AK release: 1

Results for Cc1ncc([N+](=O)[O-])n1CCOC(=O)Nc1ccc(Cl)c(Cl)c1 ?
RAD54 branch: 1; PGC1a acetyl inh: -8; miR-122 sensor: 6; PglD inh: -2; Cneo AK release: 0

What do the screens show for `C[C@@H]1CCCCO[C@@H](CN(C)C(=O)Nc2ccc(C(F)(F)F)cc2)[C@H](C)CN([C@@H](C)CO)C(=O)c2cc(NC(=O)Nc3ccc(F)cc3)ccc2O1`?
RAD54 branch: -19; PGC1a acetyl inh: -4; ERAP1 HTS inh: 2; RAD52 inh: 19; E-sel inducer: 1.0; miR-122 sensor: -2[16.7 µM]; PglD inh: 0; Cneo AK release: -5

What do the screens show for `CN=C(Nc1cc(C)nn1-c1ccccc1)c1ccccc1F`?
RAD54 branch: 3; PGC1a acetyl inh: -7; ERAP1 HTS inh: -2; RAD52 inh: -7; miR-122 sensor: 3; PglD inh: 4; Cneo AK release: -5

Results for Cc1noc(C)c1CSCC(=O)NC1=NCCS1 ?
RAD54 branch: -1; PGC1a acetyl inh: -7; miR-122 sensor: -14; PglD inh: -1; Cneo AK release: 0

Results for Cc1ccc(N2C(=O)c3ccccc3C2=O)cc1Cl ?
RAD54 branch: -1; PGC1a acetyl inh: 6; miR-122 sensor: 1; PglD inh: 7; Cneo AK release: 2

By substructure, those above with an aryl methoxy group
What do the screens show for `COc1ccc(CNC(=O)COc2ccc(F)cc2)cc1`?
RAD54 branch: -7; PGC1a acetyl inh: -3; ERAP1 HTS inh: 2; RAD52 inh: -37; miR-122 sensor: -3; PglD inh: 0; Cneo AK release: 1

Results for COc1cc(-c2c(C#N)c(N)nc3c2CCCC3)ccc1O ?
RAD54 branch: 0; PGC1a acetyl inh: -7; miR-122 sensor: 1; PglD inh: 6; Cneo AK release: 0

What do the screens show for `COc1cc(/C=N/NC(=O)COc2c(C)cc([N+](=O)[O-])cc2C)ccc1OC(=O)c1ccccc1`?
RAD54 branch: -3; PGC1a acetyl inh: -2; ERAP1 HTS inh: 0; RAD52 inh: -25; E-sel inducer: 11; miR-122 sensor: -3; PglD inh: -7; Cneo AK release: -3

How did CCC(C)Sc1ccc([C@H]2N[C@@](Cc3ccccc3)(C(=O)OC)[C@H]3C(=O)N(CC)C(=O)[C@@H]23)cc1OC (stereo not given in full) do in these assays?
RAD54 branch: -4; PGC1a acetyl inh: -2; ERAP1 HTS inh: -1; RAD52 inh: -13; E-sel inducer: -0.1; miR-122 sensor: -1; PglD inh: -6; Cneo AK release: 0

Results for COc1ccc(Cn2nnc3c(=O)[nH]c(C4CCN(S(=O)(=O)c5ccc(C)cc5)CC4)nc32)cc1 ?
RAD54 branch: -7; PGC1a acetyl inh: 6; ERAP1 HTS inh: 1; RAD52 inh: 5; miR-122 sensor: 1; PglD inh: 9; Cneo AK release: 1
